Screening data: PubChem, several laboratories
CendR NRP1 mod: NRP-1/CendR interaction modulation; 0.85% of 360,000 active; inhibition, % at 25 µM; O14786; AID 602438; FAM-RPARPAR peptide binding to NRP-1, fluorescence polarization;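 active = inhibition or corrected inhibition above about 18%, plus a signal ratio from 0.5 to 1.5, limit read from the data, passing the limit was not always enough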; also: strong numbers were not always called active
Neddylation inh: cullin neddylation inhibition; TR-FRET cullin neddylation, biochemical; calls only at 25 µM; 0.58% of 360,000 active; in the data active = inhibition above about 36%
SKN-1 inh: blocks SKN-1 activity in C. elegans; C. elegans VP596 Pgst-4::GFP/RFP ratio, acrylamide-induced, 24 h; inhibition, % at 21.8 µM; 0.49% of 360,000 active; AID 624304;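 active = interference check ratio from 0.5 to 1.5 plus GFP to RFP signal ratio inhibition reaching or exceeding a fixed threshold, cut at about 30% in these data, passing the limit was not always enough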; also: some compounds called inactive have numbers as strong as hits
eLon inh: E. coli protease La inhibition; purified E. coli Lon protease, fluorescence polarization; inhibition, % at 7.94 µM; 0.42% of 360,000 active; in the data active = inhibition above about 13%, passing the limit was not always enough;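 also: 0% = enzyme with probe and DMSO and 100% = no enzyme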
MLLE-PAM2 inh: inhibitors of microRNA-mediated deadenylation, human PABP1 MLLE binding; GST-MLLE / FITC-PAM2 fluorescence polarization; 0.36% of 360,000 active; P11940; inhibition, % at 20 µM; AID 588489; in the data active = inhibition above about 35%, passing the limit was not always enough;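 also: plate controls were DMSO wells with GST-MLLE for no effect and wells lacking GST-MLLE protein for full effect; some results filed as inactive read as strong as hits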
Target sequence (P11940 whole entry, looked up): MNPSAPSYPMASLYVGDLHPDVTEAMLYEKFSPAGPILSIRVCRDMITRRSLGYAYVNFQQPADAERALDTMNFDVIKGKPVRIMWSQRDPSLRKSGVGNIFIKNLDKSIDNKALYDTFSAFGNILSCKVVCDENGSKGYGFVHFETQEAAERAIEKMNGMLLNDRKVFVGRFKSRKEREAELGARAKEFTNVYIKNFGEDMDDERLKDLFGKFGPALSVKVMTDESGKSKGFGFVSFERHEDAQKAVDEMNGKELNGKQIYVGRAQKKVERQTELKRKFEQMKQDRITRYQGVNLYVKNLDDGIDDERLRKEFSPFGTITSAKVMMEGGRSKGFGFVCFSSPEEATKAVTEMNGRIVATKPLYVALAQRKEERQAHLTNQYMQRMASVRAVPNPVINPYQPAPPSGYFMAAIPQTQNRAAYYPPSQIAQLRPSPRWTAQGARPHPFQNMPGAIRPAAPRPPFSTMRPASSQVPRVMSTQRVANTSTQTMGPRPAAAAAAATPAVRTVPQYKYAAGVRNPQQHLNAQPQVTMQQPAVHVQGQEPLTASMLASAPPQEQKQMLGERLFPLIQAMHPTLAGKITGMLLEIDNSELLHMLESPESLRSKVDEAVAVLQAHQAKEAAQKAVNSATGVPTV
bovine MsrA act: activates bovine MsrA enzyme; purified bovine MsrA, absorbance read-out; activation, % at 10.6 µM; 0.3% of 360,000 active; AID 602163; in the data active = activation above about 7.5%;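 also: 0% = vehicle and 100% = reference activator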
FAS-TE inh: inhibitors of human fatty acid synthase thioesterase domain. inhibition, % at 15 µM. 0.67% of 360,000 active. recombinant FAS-TE, OMFH fluorogenic substrate, fluorescence endpoint;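 active = compounds whose normalised, plate-corrected inhibition of enzyme fluorescence in the single-dose primary screen is 50% or more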;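 also: 0% = DMSO with enzyme and 100% = substrate without enzyme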
MT1-MMP act inh: MT1-MMP (human) activation inhibition. P50281. HT1080 RFP-PRO-GFP cells, GFP/RFP ratio fluorescence, overnight; percent of plate control window, DMSO zero. GFP/RFP ratio change, % at 20 µM. 0.061% of 360,000 active. AID 651647;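 active = GFP/RFP ratio change of at least 30% with cell ATP level not reduced by more than half and red fluorescence within 50% of control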; also: strong numbers were not always called active
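Compound: 20 µM single dose, 1% DMSO / System: HT1080 RFP-PRO-GFP cells / Controls: DMSO and RFP-L50D-GFP cell wells / Read-out basis: GFP/RFP fluorescence ratio / Schedule: overnight compound exposure at 37 °C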
Rin1-Abl PPI inh: inhibitors of human Rin1-Abl protein interaction; 0.4% of 360,000 active; inhibition, % at 7.35 µM; TR-FRET Rin1/Abl binding, biochemical; P00519+Q13671; AID 588664; in the data active = inhibition above about 5%, passing the limit was not always enough
* hit, by the source's call; i = inactive; x = not tested or not shown.

SMILES	CendR NRP1 mod	Neddylation inh	SKN-1 inh	eLon inh	MLLE-PAM2 inh	bovine MsrA act	FAS-TE inh	MT1-MMP act inh	Rin1-Abl PPI inh
c1ccc2c(c1)[nH]c1nc3nncn3nc12	-9	i	-2	-4	-14	-10	-6	3	-9
O=C(CC(=O)c1ccccn1)c1ccccc1	-2	i	10	-2	9	-3	-1	4	2
COc1ccc(Nc2ncnc3c2cnn3Cc2ccccc2)cc1	13	i	0	0	2	-6	10	10	4
CCCCNC(=O)COC(=O)c1ccc(NC(C)=O)cc1	-5	i	-2	-3	1	-1	-8	1	2
O=C(NCCN1CCCC1)c1ccc2c(c1)N(Cc1ccccc1)C(=O)c1ccccc1S2(=O)=O	-6	i	15	-7	-10	-1	-2	-2	2
COc1cccc(C(=O)OCC(=O)N2CCc3ccccc32)c1OC	-11	i	19	-8	9	-3	-4	0	-3
C=CCn1c(SCc2cc(C(C)=O)ccc2OCC)nc2ccccc2c1=O	-18	i	7	0	-9	-1	28	7	1
CCN(C(=O)COC(=O)c1ccccc1SCC(=O)NC1CCCCCCC1)C1CCS(=O)(=O)C1 (centres undefined)	-4	i	0	-3	3	-1	-5	3	0
Cc1cnc(NC(=O)Cc2c[nH]c3ccccc23)s1	8	i	4	-5	-6	-13	-3	1	0
O=c1c(NCCc2ccc(Cl)cc2)c(-c2ccccc2)c1=O	8	i	11	4	-5	-6	-5	2	-2
CCCC(=O)Oc1c(S(=O)(=O)c2ccc(C)cc2)c(C)nn1C(C)(C)C	-5	i	-7	-3	14	-9	11	-8	3
CCOC(=O)C1CCCN(S(=O)(=O)c2c(C)[nH]c(C)c2C(=O)N2CCCC2)C1 (centres undefined)	6	i	-21	-6	9	-4	-5	0	1
COc1ccc(CNC(=O)C2CCCN(S(=O)(=O)c3c(C)n[nH]c3C)C2)cc1 (centres undefined)	15	i	-3	-7	12	-11	-8	-5	8
COc1ccc(CCNC(=O)CSc2ccccn2)cc1	-11	i	-3	7	-4	-3	-5	0	0
CCCOc1ccccc1NC(=O)Nc1ccccc1Cl	14	i	6	4	7	-3	6	-4	0
O=C1NCCOC(=O)[C@@H](Cc2ccc(F)cc2)CC/C=C/C[C@@H]1CC(=O)N(CCO)Cc1ccccc1	-1	i	8	10	1	-7	-9	3	4
Fc1cccc(NC(=S)NCc2ccccn2)c1	4	i	-6	-4	-9	-11	-2	2	3
COc1ccc(C(=O)OCC(=O)NCC2CCCCC2)c(OC)c1	6	i	2	-6	10	-3	-2	-1	-1
CCN(CC)c1ccc(/C=N/N2CCN(c3ccccc3OC)CC2)cc1	-5	i	-14	4	5	0	23	3	1
Cc1ccc(NC(=O)C(C)SCc2nc3sc4c(c3c(=O)[nH]2)CCCC4)nc1 (centres undefined)	-42	i	7	-35	-51	-2	-6	-17	4
CCOC(=O)c1sc(=NC(=O)COc2ccccc2)n(C)c1C	6	i	18	-14	4	-4	-1	0	2
C=CCNC(=O)/C(=C\c1cccc([N+](=O)[O-])c1)NC(=O)c1ccccc1	-1	i	1	0	5	-8	16	1	0
O=C(CNC(=O)c1ccc(Br)o1)NCc1ccccc1Cl	10	i	3	-9	-8	-4	-4	0	-1
COc1ccc(OC)c(Cc2nnc(CCC(=O)NCc3nc4ccccc4s3)o2)c1	-7	i	9	0	-6	-1	-5	-2	-1
Cc1ccc(-c2nc(NCc3ccc(F)cc3)n(S(C)(=O)=O)n2)cc1	16	i	2	3	5	-3	22	1	1

A portion of the results above, for reference:
SMILES	CendR NRP1 mod	Neddylation inh	SKN-1 inh	eLon inh	MLLE-PAM2 inh	bovine MsrA act	FAS-TE inh	MT1-MMP act inh	Rin1-Abl PPI inh
COc1cccc(C(=O)OCC(=O)N2CCc3ccccc32)c1OC	-11	i	19	-8	9	-3	-4	0	-3
C=CCn1c(SCc2cc(C(C)=O)ccc2OCC)nc2ccccc2c1=O	-18	i	7	0	-9	-1	28	7	1
CCN(C(=O)COC(=O)c1ccccc1SCC(=O)NC1CCCCCCC1)C1CCS(=O)(=O)C1 (centres undefined)	-4	i	0	-3	3	-1	-5	3	0
Cc1cnc(NC(=O)Cc2c[nH]c3ccccc23)s1	8	i	4	-5	-6	-13	-3	1	0
O=c1c(NCCc2ccc(Cl)cc2)c(-c2ccccc2)c1=O	8	i	11	4	-5	-6	-5	2	-2
CCCC(=O)Oc1c(S(=O)(=O)c2ccc(C)cc2)c(C)nn1C(C)(C)C	-5	i	-7	-3	14	-9	11	-8	3

(listing goes on)
SMILES	CendR NRP1 mod	Neddylation inh	SKN-1 inh	eLon inh	MLLE-PAM2 inh	bovine MsrA act	FAS-TE inh	MT1-MMP act inh	Rin1-Abl PPI inh
CCOC(=O)N1CCC(N2CC34C=CC(O3)C(C(=O)Nc3ccc(F)cc3)C4C2=O)CC1 (centres undefined)	-2	i	-8	2	3	-8	-4	11	-1
CCOC(=O)c1cccc(NC(=O)c2c(NCc3ccccc3)[nH]c(=O)[nH]c2=O)c1	-8	i	3	-1	11	-2	24	5	2
O=C(NCCc1ccccc1)c1c[nH]c2ccccc2c1=O	5	i	18	0	-1	-2	-2	3	0
CCC1(c2ccc(F)cc2)NC(=O)N(CC(=O)Nc2cc(C)on2)C1=O (centres undefined)	-3	i	0	-9	-5	-3	-8	-2	0
CCOC(=O)CCc1c(C)c2ccc(OCc3nn[nH]n3)c(C)c2oc1=O	-6	x	-32	-4	8	-9	-9	6	0
CCOc1cc(N2CCOCC2)c(OCC)cc1NC(=O)COC(=O)[C@H](Cc1c[nH]c2ccccc12)NC(C)=O	7	i	-3	-5	-6	-4	-5	5	1
COc1ccc(-c2nnc(SCC(=O)N3CCOCC3)o2)cc1	1	i	5	-13	-6	-4	-4	7	1
COc1cccc(CNC(=O)CCC2CCCN(C(=O)c3ccc(C)nc3)C2)c1 (centres undefined)	6	i	-4	-4	15	-2	-3	-1	3
Cc1cc(S(=O)(=O)N2CCC3(CC2)OCCN3S(=O)(=O)c2cccs2)ccc1F	7	i	9	-5	-7	-3	24	3	-1
CC(=O)c1ccc(OCC(=O)NCC2(N3CCCCC3)CCCCC2)cc1	-3	i	7	-10	-29	1	-4	5	-2
CN(C)c1cc[n+](CC(=O)Nc2cccc([N+](=O)[O-])c2)cc1	1	i	14	0	-3	-2	-4	0	-3
C[C@@H]1CN([C@@H](C)CO)C(=O)CCCn2nncc2CO[C@@H]1CN(C)S(=O)(=O)c1cccs1	-4	i	10	5	19	-1	-8	-1	-1
c1ccc2nc(N3CCOCC3)c(N3CCCC3)nc2c1	3	i	20	-7	-1	-3	3	-1	-2
CCOCc1c(C(=O)NCc2ccccc2CN2CCCC2)oc2ccccc12	-5	i	15	-22	-6	0	-2	-4	2
O=C(/C=C/c1ccccc1)NCCS(=O)(=O)N1CCN(c2ccccc2F)CC1	4	i	-7	0	-1	-12	3	5	2
CC1(C)CC(NC(=O)CC(c2ccccc2)c2ccccc2)CC(C)(C)N1	-4	i	-21	-9	10	1	-10	5	-2
CN1CCN(CC(O)COC(c2ccc(Cl)cc2)c2ccc(Cl)cc2)CC1 (centres undefined)	8	i	-9	-3	-4	-1	3	-3	1
O=C(COC(=O)C1CCN(c2ccc(C(F)(F)F)cn2)CC1)Nc1cc(F)ccc1F	8	i	1	-40	-52	0	28	3	5
Cc1ccc(C(=O)/C=C/c2ccc(-c3ccccc3[N+](=O)[O-])o2)cc1	0	i	8	0	21	-12	7	58	0
COCCNC(=O)c1ccc(NC(=O)C2(c3ccccc3)CCCC2)cc1	12	i	6	0	3	-14	-3	0	1
CC(C)(C)c1ccc(OCC(=O)N/N=C/c2cc(Br)ccc2OC(=O)c2ccco2)cc1	3	i	-20	2	0	2	22	3	0
O=C(COc1ccc(F)cc1)N(CC1=CCS(=O)(=O)C1)c1ccccc1	4	i	13	3	10	-3	-2	1	3
Cc1ccc(NC(=O)c2ccc3[nH]c(=O)c(=O)[nH]c3c2)nc1	0	i	-3	-6	-4	-3	-2	2	-3
COc1ccc(C)cc1-n1nnnc1SCn1nnc2ccccc2c1=O	16	i	7	0	46*	1	6	-2	3
O=C(c1ccccc1)c1c[nH]c(C(=O)C(Cl)(Cl)Cl)c1	0	i	0	10	-4	-4	-2	-3	1
CCOc1ccccc1N(CC(=O)Nc1ccc(S(=O)(=O)N2CCOCC2)cc1)S(=O)(=O)c1ccccc1	-3	i	23	-6	1	-3	33	3	0
NC(=O)c1ccsc1NC(=O)COC(=O)COc1ccc(C=O)cc1	-4	i	11	-12	10	-3	1	-3	2
CCN(CC)C(=O)COc1ccc2oc(-c3ccco3)cc(=O)c2c1	-1	x	8	-6	1	-5	-7	1	-2

Compound profiles, as listed above. Values in the order: CendR NRP1 mod | Neddylation inh | SKN-1 inh | eLon inh | MLLE-PAM2 inh | bovine MsrA act | FAS-TE inh | MT1-MMP act inh | Rin1-Abl PPI inh
CCC1(c2ccc(F)cc2)NC(=O)N(CC(=O)Nc2cc(C)on2)C1=O (centres undefined) is listed as -3 | i | 0 | -9 | -5 | -3 | -8 | -2 | 0
NC(=O)c1ccsc1NC(=O)COC(=O)COc1ccc(C=O)cc1 is listed as -4 | i | 11 | -12 | 10 | -3 | 1 | -3 | 2
CCOC(=O)CCc1c(C)c2ccc(OCc3nn[nH]n3)c(C)c2oc1=O is listed as -6 | x | -32 | -4 | 8 | -9 | -9 | 6 | 0
